TrxR1 substrate = is turned over as a substrate by rat TrxR1. O89049. purified TrxR1 substrate turnover, NADPH consumption readout. Potency, µM (top dose mostly 114 µM), for the others: at the top dose activity change, negative = substrate turnover. 390,000 compounds, 0.01% hits. AID 588456; also: potency is read from the fitted curve at half-maximal effect; % is scaled to controls: 0 for no effect and ±100 for the full control effect; nearly all actives have a fitted effect of over 50% in size
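Rat TrxR1, dispensed at 90 nM, was prereduced with 400 uM NADPH (final) for 5 min at ~22 deg C, then incubated with compound 15 min before 400 uM selenite. A first-read NADPH fluorescence drop versus no-compound background flagged substrates.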
rTrxR1 inhibitor = blocks rat thioredoxin reductase 1; O89049; recombinant rTrxR1, NADPH fluorescence consumption, selenite substrate; Potency, µM (highest dose often 114 µM), for the others: top-dose activity change, negative = inhibition, most hits filed as inhibitors; 390,000 compounds, 1% hits; AID 588453; also: potency is read from the fitted curve at half-maximal effect; % is scaled to controls: 0 for no effect and ±100 for the full control effect; nearly all actives have a fitted effect of over 65% in size
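Rat TrxR1 (90 nM in the dispensed reagent) was pre-reduced with 400 uM NADPH for 5 min at room temperature, then incubated with compound for 15 min. After 400 uM selenite was added, NADPH fluorescence (Ex 340/Em 450 nm) was followed for 8 min.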
PGK inhibitor = T. brucei PGK inhibition | P07378 | PGK/GAPDH coupled, Kinase-Glo luminescence, 60 min | Potency, µM (top dose mostly 57.5 µM), for the others: at the highest dose activity change, negative = inhibition, hits mostly inhibitors | 380,000 compounds, 0.043% hits | AID 602233; also: potency is read from the fitted curve at half-maximal effect; % is scaled to controls: 0 for no effect and ±100 for the full control effect; nearly all actives have a fitted effect of over 60% in size
Target sequence (P07378 whole entry, looked up): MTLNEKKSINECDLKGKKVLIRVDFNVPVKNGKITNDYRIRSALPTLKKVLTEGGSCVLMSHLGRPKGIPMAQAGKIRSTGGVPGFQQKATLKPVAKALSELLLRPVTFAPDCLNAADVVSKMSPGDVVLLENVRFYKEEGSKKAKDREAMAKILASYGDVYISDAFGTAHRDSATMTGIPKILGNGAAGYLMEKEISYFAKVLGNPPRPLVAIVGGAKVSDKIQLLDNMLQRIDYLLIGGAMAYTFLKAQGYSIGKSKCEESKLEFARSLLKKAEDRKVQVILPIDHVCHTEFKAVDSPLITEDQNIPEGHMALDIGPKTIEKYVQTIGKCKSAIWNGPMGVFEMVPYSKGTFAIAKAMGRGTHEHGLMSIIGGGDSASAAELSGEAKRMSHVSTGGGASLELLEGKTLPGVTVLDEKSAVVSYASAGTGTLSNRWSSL
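Recombinant glycosomal PGK reaction used 1,3-bisphosphoglycerate generated in-well by GAPDH (100nM final) in 100mM TEA pH 7.6, 5mM MgCl2, 0.01% Tween-20. After 60 minutes at room temperature, ATP was read by Kinase-Glo Plus luminescence end-point.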
Pin1 inh = inhibitors of human Pin1. Q13526. Pin1 FP peptide displacement, HiFluor488, 10 min. Potency, µM (top dose mostly 115 µM), for inactives: top-dose activity, negative = inhibition, actives largely listed as inhibitors. 390,000 compounds, 0.009% hits; active = well fitted inhibition curve with a large enough effect in the polarisation, with a control signal flat, not every such curve was filed as active; inconclusive = small, poorly fitted or top-dose-only effect, or effect the other way, or a change in a side signal; inactive = no such curve, though single readings can be large or run the other way; the % refers to the polarisation; also: potency is read from the fitted curve at half-maximal effect; % is scaled to controls: 0 for no effect and ±100 for the full control effect
Target sequence (Q13526 whole entry, looked up): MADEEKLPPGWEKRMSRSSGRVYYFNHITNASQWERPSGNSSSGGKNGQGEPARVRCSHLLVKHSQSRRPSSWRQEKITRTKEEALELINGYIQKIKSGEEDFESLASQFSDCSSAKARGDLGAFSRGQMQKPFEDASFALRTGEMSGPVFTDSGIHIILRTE
mIDH1 inhibitor = inhibitors of human mutant IDH1 R132H; O75874; IDH1-R132H enzyme, NADPH consumption, diaphorase/resazurin fluorescence; Potency, µM (series often up to 76.6 µM), without a hit: at the highest dose activity change, negative = inhibition, hits mostly inhibitors; 390,000 compounds, 0.093% hits; AID 602179; also: potency is read from the fitted curve at half-maximal effect; % is scaled to controls: 0 for no effect and ±100 for the full control effect; nearly all actives have a fitted effect of over 65% in size
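IDH1-R132H (0.5 ug/mL dispensed) in pH 7.5 Tris buffer was preincubated 30 min with compound, then given a substrate mix of 0.016 mM NADPH and 2 mM alpha-KG for 80 min at room temperature; remaining NADPH was read by diaphorase/resazurin fluorescence.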
USP1 inh = inhibitors of human USP1/UAF1 deubiquitinase; 390,000 compounds, 0.23% hits; Potency, µM (top dose mostly 57.1 µM), for the others: at the top dose activity change, negative = inhibition, most hits filed as inhibitors; recombinant USP1/UAF1, Ub-Rhodamine cleavage fluorescence; O94782; AID 743255; also: potency is read from the fitted curve at half-maximal effect; % is scaled to controls: 0 for no effect and ±100 for the full control effect; nearly all actives have a fitted effect of over 60% in size; inactives centre near -12
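Step one: compound is pinned into 1nM USP1/UAF1 in HEPES pH 7.8 buffer with TCEP. Step two: 15 min room-temperature incubation. Step three: Ub-Rho (150nM final) starts cleavage, tracked by fluorescence over six one-minute reads.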
HP1b binding inh = HP1-beta chromodomain-methylated histone interaction inhibition. Potency, µM (series often up to 114 µM), without a hit: top-dose activity change, negative = inhibition, actives largely listed as inhibitors. 390,000 compounds, 0.56% hits. P83916. AlphaScreen HP1-beta / biotin-H3K9me3 peptide binding. AID 540317; also: potency is read from the fitted curve at half-maximal effect; nearly all actives have a fitted effect of over 70% in size; inactives centre near 23
Target sequence (P83916 whole entry, looked up): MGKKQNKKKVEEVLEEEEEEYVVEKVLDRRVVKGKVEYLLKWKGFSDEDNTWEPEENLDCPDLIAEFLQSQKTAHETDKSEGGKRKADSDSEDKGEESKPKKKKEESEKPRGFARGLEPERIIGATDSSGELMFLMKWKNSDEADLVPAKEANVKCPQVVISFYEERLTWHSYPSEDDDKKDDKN
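HP1-beta protein (50 nM final) preincubated 30 min at room temperature with biotinylated H3(1-18)K9me3 peptide (50 nM) in PBS pH 7.4, 0.01% Tween-20, then compound added for 30 min. AlphaScreen streptavidin donor/nickel chelate acceptor beads (10 ug/mL final), 30 min dark, luminescence read.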
GLS inh = blocks human kidney-isoform glutaminase activity; GLS enzymatic activity, qHTS titration; Potency, µM (titrated, usually from 45.5 µM), for the others: at the highest dose activity change, negative = inhibition, most hits filed as inhibitors; 410,000 compounds, 0.21% hits; also: potency is read from the fitted curve at half-maximal effect; % is scaled to controls: 0 for no effect and ±100 for the full control effect
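Read-out is an Amplex red fluorescence increase coupled through glutamate oxidase and HRP, measured before and after 30 min room-temperature incubation. hKGA is in 45 mM KH2PO4 (pH 8.2) with 0.02% Tween-20; glutamine added as 1mM solution.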
PI4K2A block = blocks human PI4K2A kinase activity | Q9BTU6 | purified PI4K2A, ADP-Glo luminescence, 1 h; hits give low values | activity change, negative = inhibition, % at 76.9 µM | 420,000 compounds, 0.13% hits; in the data active = activity change below about -50%; inconclusive = mostly about -30% to -49%;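 also: -100% = wells without enzyme as full effect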
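Compounds are screened against recombinant PI4K2A using PI as substrate and ATP, the latter dispensed at 300 microM. Reactions run one hour at ambient temperature before ADP-Glo detection; full inhibition defined by wells lacking enzyme.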
Starred values were filed as active, the others as inactive; i = inactive; ? = inconclusive; nt = not tested or not shown; [ ] = remark or other dose. Unless noted, calls follow the shape of the dose curve; as a rule, active = well fitted curve in the direction sought with a large enough effect; inconclusive = small, poorly fitted or top-dose-only effect, or another doubt; inactive = no such curve, though single readings can be large; an effect the other way counts as inactive or inconclusive. Only part of the results is shown; count on the stated rates, not on these rows.

SMILES	PI4K2A block	PGK inhibitor	HP1b binding inh	GLS inh	mIDH1 inhibitor	Pin1 inh	USP1 inh	rTrxR1 inhibitor	TrxR1 substrate
COc1ccc(N2C(=O)CN=C2Nc2cccc(C)c2C)cc1OC	-1	-4%	21%	15%	-4%	1%	-1%	7%	2%
CCOc1ccc(CCNC(=O)C2CCCN(S(C)(=O)=O)C2)cc1OCC (centres undefined)	3	i	18%	-7%	0%	1%	-27%	12%	3%
Cc1nnc(NC(=O)CSc2nnnn2Cc2ccccc2)s1	8	i	40%[activator]	-3%	3%	-7%	-4%	1%[57.1 µM]	0%[57.1 µM]
Oc1ccccc1/C=N/n1c(-c2cccs2)n[nH]c1=S	-2	-4%	-32%	-23%	-6%	-2%	-15%	?	12%[57.1 µM]
CCOC(=O)C(=O)/C(C#N)=C/Nc1ccc(Cl)cc1	1	-1%	11%	14%	13%	1%	-2%	-24%[57.1 µM]	-5%
CCn1cc(C(=O)O)c(=O)c2cnc(N3CCN(C(=S)NC(=O)c4ccc(OC)cc4)CC3)nc21	3	2%	0%	11%	-5%	?	0%	4%	7%
O=C(CSc1nnc(CNc2ccc(F)cc2)o1)c1ccccc1	2	-5%	18%	-5%	7%	-3%	0%	26%[57.1 µM]	-7%[57.1 µM]
O=C(/C=C/c1ccccc1Cl)NCCc1ccccc1	-4	1%	51%[activator]	-10%	5%	4%	-18%	22%	6%
CCOC(CNC(=O)CN1C(=O)COc2ccc(S(=O)(=O)N3CCCC3)cc21)OCC	0	-2%	28%	-5%	-1%	-1%	-22%	12%	3%
CCn1c(CSc2nnc(-c3ccoc3C)n2C)nc2cc(S(=O)(=O)N(C)C)ccc21	6	-1%	32%	6%	0%	-6%	-12%	-1%[57.1 µM]	11%[57.1 µM]
CCC(C)(C)C1CCC2(CC1)NC(=O)N(CC(=O)NCCOc1ccccc1)C2=O (centres undefined)	2	-12%	34%	2%	-11%	14%	-7%	10%	-6%
COCC(C)n1c(C)cc(C(=O)COc2ccc(C)nc2[N+](=O)[O-])c1C (centres undefined)	5	7%	30%	1%	-8%	-3%	-10%	18%[57.1 µM]	7%
O=C(C1COc2ccccc2O1)N1CCN(c2nc3ccc(F)cc3s2)CC1 (centres undefined)	7	-8%	-6%	-7%	-16%	-3%	-23%	8%[57.1 µM]	-7%[57.1 µM]
c1ccc([C@H]2CN3C(=N2)Sc2ccccc23)cc1	-5	-14%	63%[activator]	5%	0%	-6%	-27%	9%	-9%
CCOC(=O)c1c(NC(=O)c2ccc(Cl)cc2)csc1C	-6	4%	29%	0%	2%	2%	-25%	-12%	-12%
C=C(C)COc1ccc(-c2nc(N)nc(C(F)(F)F)c2-c2ccc(OC)cc2)c(O)c1	1	nt	20%	1%	8%	3%	-20%	7%	-6%
COc1ccccc1NC(=O)C1CCC(CNc2c(N3CCCCC3)c(=O)c2=O)CC1 (centres undefined)	-3	-7%	37%	17%	-3%	2%	-14%	13%	1%
CCCc1cc(=O)[nH]c(SCc2cc(=O)oc3cc(C)c(C(C)C)cc23)n1	-3	-3%	28%	1%	-2%	2%	0%	-1%	-10%
CCN(CC)c1ccc(/C=N/N2CCN(Cc3ccc(Cl)cc3)CC2)c(O)c1	4	0%	?	19%	-1%	3%	-5%	37%[activator]	0%
C(=N\c1c(-c2ccccc2)nc2n1CCS2)/c1ccccc1	-4	-3%	-70%	6%	-3%	1%	-10%	-11%	-9%
CCc1cccc(C)c1NC(=O)C(NS(=O)(=O)c1ccc2c(c1)CCC(=O)N2)c1ccccc1 (centres undefined)	-4	8%	28%	10%	3%	-10%	3%	21%	-2%
CC(NC(=O)CN1CCc2ccccc21)c1ccccc1 (centres undefined)	-6	i	6%	-3%	-5%	0%	1%	-4%	-9%
O=C(N/N=C/C1CC2CCC1C2)c1ccc2c(c1)OCO2 (centres undefined)	3	-10%	19%	7%	-4%	0%	-11%	-7%	-7%
COc1cccc2[nH]c(C(=O)NN)c(N)c12	-6	3%	-17%	-26%	1%	1%	?	-8%[57.1 µM]	0%[57.1 µM]
O=C1C=C(c2ccc(OC(F)(F)F)cc2)C[C@@H](c2ccc(Cl)cc2)C1	-4	7%	59%[activator]	1%	11%	?	-18%	37%[activator]	-2%
COc1cc(/C=N/NC(=O)CCc2c(C)n[nH]c2C)cc(OC)c1OC	6	2%	24%	1%	3%	?	-19%	8%	3%
Cc1cc(NC(=O)CSc2nc(-c3ccccc3)c(C#N)c(=O)[nH]2)no1	-3	i	33%	20%	-3%	1%	-10%	-1%	-8%
O=C(CNC(=O)c1ccccc1)OC(C(=O)c1ccccc1)c1ccccc1 (centres undefined)	-1	-5%	55%[activator]	-11%	-9%	2%	-9%	13%	-6%
COc1ccc(S(=O)(=O)c2c(Nc3ccc(C)cc3C)sc(C(=O)c3ccc(F)cc3)c2N)cc1	-5	i	21%[57 µM]	-14%	2%	-3%	-13%	4%[57.1 µM]	-1%[57.1 µM]
O=S(=O)(Nc1ccncc1Cl)c1cccc(Cl)c1Cl	3	-10%	16%	12%	23%	-8%	-11%	13%	-3%
CCC(=O)N1CCCc2cc(S(=O)(=O)N3CCC(C(=O)Nc4ccccc4CC)CC3)ccc21	0	-8%	4%[57 µM]	-9%	0%	0%	9%	-2%[57.1 µM]	-5%[57.1 µM]
O=C(Nc1ccn(CCCNCc2ccccc2)c(=O)n1)OCc1ccccc1	-4	3%	28%	-1%	-9%	-1%	-17%	2%	-1%
O=C(Nc1ccc(Cl)c(C(F)(F)F)c1)c1ccncc1	-3	i	40%[activator]	-7%	3%	-8%	-24%	20%	4%
N/C(=N\S(=O)(=O)c1cccs1)c1ccccc1Cl	1	-2%	27%	-3%	-7%	4%	-19%	28%	6%
CC(C)(C)c1ccc(CSc2nc(N)cc(=O)[nH]2)cc1	-5	i	-22%	0%	2%	0%	-9%	19%[57.1 µM]	14%[57.1 µM]
N#Cc1c(N)nc2c(c1-c1cccs1)CCCC2	-3	-7%	29%	4%	-4%	6%	-20%	22%	10%
CC(C)n1ncc(C(N)=O)c1N	9	-8%	35%	14%	6%	-3%	-13%	-2%	-6%
CCOCCc1nn2c(=O)cc(COC(=O)c3ccccc3NC(=O)CC(C)C)nc2s1	-5	10%	27%	5%	-5%	-6%	-2%	4%[57.1 µM]	5%[57.1 µM]
O=C(c1cccn1-c1nnc(N2CCCCC2)s1)N1CCN(c2ccc(Cl)cc2)CC1	0	1%	-10%	5%	-2%	?	-7%	8%[57.1 µM]	-5%[57.1 µM]
CCCn1c(=O)c2ccccc2n2c(SCC(=O)c3cc(C)n(CCOC)c3C)nnc12	-6	4%	9%	0%	0%	3%	-13%	0%[57.1 µM]	6%[57.1 µM]
N#CC1(NC(=O)Cn2cc(C(F)(F)F)cc(Cl)c2=O)CCCCC1	1	4%	25%	3%	23%	8%	-7%	5%	-2%
CCOC(=O)c1cc2c(ccn2C)n1Cc1cc(C)ccc1C	0	i	?	-2%	6%	1%	-10%	-12%	-2%
OCCn1c(CSc2nnc(-c3ccco3)n2-c2ccccc2)nc2ccc(Cl)cc21	3	-6%	30%	-19%	9%	37%[activator]	-16%	20µM*	6%
CC1CCc2nc(NC(=O)c3ccc(S(=O)(=O)N4CCCc5ccccc54)cc3)sc2C1 (centres undefined)	6	nt	20%	4%	4%	?	-9%	19%	-4%[57.1 µM]
CN(C)c1nc2c(c(=O)n(C)c(=O)n2C)n1CC(=O)c1cccs1	1	0%	23%	16%	0%	-3%	-13%	19%	3%
Cc1c(Cl)cccc1NC(=S)NCc1ccc(F)cc1	6	i	46%[activator]	-3%	3%	-5%	-24%	11%	2%
CC1=NNC(=O)C1CC(=O)N/N=C/c1ccncc1 (centres undefined)	3	-7%	19%	-11%	-13%	-2%	-22%	11%[11.4 µM]	14%[57.1 µM]
COc1ccc(C)cc1NC(=O)CCCN1C(=O)C2CC=CCC2C1=O (centres undefined)	6	-2%	14%	4%	8%	-5%	-20%	19%[57.1 µM]	9%[57.1 µM]
CCOC(=O)N1CCN(C(=O)CCCCn2c(=S)[nH]c3ccsc3c2=O)CC1	-5	i	20%	1%	16%	-3%	-9%	-3%[57.1 µM]	12%[57.1 µM]
COc1ccc(N2CCN(C(=O)c3ccc(Nc4nc5ccccc5n5nnnc45)cc3)CC2)cc1	-2	-9%	21%	-3%	-8%	-1%	-8%	-2%	-4%

rTrxR1 inhibitor: what is marked active above.
SMILES	PI4K2A block	PGK inhibitor	HP1b binding inh	GLS inh	mIDH1 inhibitor	Pin1 inh	USP1 inh	rTrxR1 inhibitor	TrxR1 substrate
OCCn1c(CSc2nnc(-c3ccco3)n2-c2ccccc2)nc2ccc(Cl)cc21	3	-6%	30%	-19%	9%	37%[activator]	-16%	20µM*	6%

Assay outcomes as filed in PubChem.
